HIF-2a inh: blocks HIF-2a reporter activity. 786-0 RCC cells HIF-2a reporter, luciferase luminescence, overnight. 360,000 tested, 0.72% active. inhibition, % at 18.8 µM;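 active = inhibition of the luminescence signal of 40% or more relative to plate controls, in a single-dose primary screen at 18.75 µM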
NR2E3 ag-1: human photoreceptor-specific nuclear receptor agonism. CHO-S Gal4-NCOR/VP16-NR2E3 two-hybrid, luciferase. inhibition of corepressor binding, % at 3.98 µM. AID 602229. Q9Y5X4. 360,000 tested, 0.35% active;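 active = inhibition above the mean of all tested compounds plus 3 SD, cut at about 70% in these data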;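 note: 0% = DMSO with NR2E3 transfected cells and 100% = cells lacking NR2E3 construct; higher means lower luciferase signal from less NR2E3 corepressor binding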
Target sequence (Q9Y5X4 whole entry, looked up, the tested form may be a part): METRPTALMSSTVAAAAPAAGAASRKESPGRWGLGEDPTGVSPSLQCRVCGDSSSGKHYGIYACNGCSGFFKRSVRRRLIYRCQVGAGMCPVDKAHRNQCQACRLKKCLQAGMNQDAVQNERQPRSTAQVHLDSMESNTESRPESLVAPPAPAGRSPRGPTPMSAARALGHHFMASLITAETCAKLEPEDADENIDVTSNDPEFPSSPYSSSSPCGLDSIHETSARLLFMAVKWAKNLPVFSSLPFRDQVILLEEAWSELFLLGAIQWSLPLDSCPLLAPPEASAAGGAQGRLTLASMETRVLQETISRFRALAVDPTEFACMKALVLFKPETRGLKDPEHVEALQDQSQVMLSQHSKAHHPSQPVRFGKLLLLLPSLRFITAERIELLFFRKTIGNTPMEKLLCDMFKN
aDG glyco act: alpha-DG glycosylation activation | 360,000 tested, 0.22% active | activation, % at 10 µM | Pro5-aDG cells, alpha-DG glycosylation AlphaScreen (IIH6); 0% Pro5, 100% B10-LARGE cell signal;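 active = activation of at least 8% versus controls, or a plate z-score of at least 8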;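 note: Pro5 are CHO cells carrying HIG-tagged alpha-DG that lacks glycosylation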
Vif inh: inhibitors of HIV Vif; inhibition, % at 7.49 µM; AID 602346; HEK293T cells, Vif self-association by quenched fluorescence, imaging, 24 h; 340,000 tested, 0.35% active; in the data active = inhibition above about 50%, passing the limit was not always enough; inconclusive = no clear call, values can overlap the other calls; inactive = below about 31%; note: some results filed as inactive read as strong as hits
PDI inh: PDI (human) enzyme inhibition; PDI insulin aggregation turbidity, A650, 90 min; inhibition, % at 10 µM; 350,000 tested, 0.052% active; AID 588391;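 active = mean inhibition across replicates of 30% or more, whatever share of single replicates reach that level; inconclusive = mean inhibition below 30% while every single replicate reaches 30%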;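 note: absorbance from insulin aggregation driven by PDI reduction with DTT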
Target sequence (P07237 whole entry, looked up): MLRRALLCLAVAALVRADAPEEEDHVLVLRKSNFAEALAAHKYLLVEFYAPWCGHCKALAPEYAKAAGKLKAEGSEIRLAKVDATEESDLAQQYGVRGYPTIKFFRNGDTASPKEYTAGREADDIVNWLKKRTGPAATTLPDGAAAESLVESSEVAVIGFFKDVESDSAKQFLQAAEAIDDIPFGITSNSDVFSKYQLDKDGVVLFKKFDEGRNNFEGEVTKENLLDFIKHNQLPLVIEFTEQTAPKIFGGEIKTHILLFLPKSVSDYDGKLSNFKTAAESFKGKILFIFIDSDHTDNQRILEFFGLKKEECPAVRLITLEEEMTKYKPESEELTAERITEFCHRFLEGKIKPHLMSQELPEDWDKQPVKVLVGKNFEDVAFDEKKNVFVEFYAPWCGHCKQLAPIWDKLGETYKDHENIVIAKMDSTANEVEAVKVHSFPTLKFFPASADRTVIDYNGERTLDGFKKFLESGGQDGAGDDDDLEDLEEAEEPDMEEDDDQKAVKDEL
CaV13 FRET inh: Disruptors of the CACNA1D IQ motif to Ca2+-dependent inactivation inhibitor domain association, primary screening, Förster resonance energy transfer in intact living … | HEK cells, CFP/YFP FRET ICDI-IQ, plate reader, 10 min; percent FRET-ratio fall versus neutral wells | inhibition, % at 12.3 µM | 340,000 tested, 0.098% active | AID 743397;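 active = mean replicate inhibition of at least 30% and at least 1% of replicates passing that level; inconclusive = only one of the two criteria is met; inactive = neither criterion is met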;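 note: 0% = median of the neutral control wells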
hiPSC survival: increases survival of single human iPS cells; AID 602274; hiPSC single-cell survival, ATPlite luminescence; 100% = ROCK inhibitor wells, 0% = DMSO; survival enhancement, % at 20 µM; 360,000 tested, 0.044% active; in the data active = survival enhancement above about 18%;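 note: cells exposed to compounds for 16 hours before the ATP read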
TRPM1 prom inh: MITF TRPM1 promoter inhibition in SK-MEL-5 cells. SK-MEL-5 TRPM1 promoter luciferase, 24 h. inhibition, % at 12.5 µM. 330,000 tested, 0.83% active. AID 488899;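 active = mean inhibition across replicates of 60% or more, whatever share of single replicates reaches that level; inconclusive = some that reach 60%, reason not given; inactive = mean inhibition across replicates below 60%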; note: values of inactives mirror those of a sister screen read the other way
Peg3 prom inh: Peg3 promoter activity inhibition. 360,000 tested, 1.7% active. inhibition, % at 20 µM. HeLa PEG-Prom luciferase reporter, luminescence, overnight;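 active = inhibition of at least 50% at 20 µM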
Granule exo inh: lytic granule exocytosis inhibition | TALL-104 LAMP-1 surface exposure, flow cytometry; cells stimulated with thapsigargin and PMA | inhibition, % at 10 µM | 360,000 tested, 0.66% active | AID 651702;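 active = inhibition above about 55%, limit read from the data; inconclusive = no clear call, values can overlap the other calls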
NR2E3 ag-2: activates human photoreceptor nuclear receptor NR2E3; GST-NR2E3/biotin-RetCOR TR-FRET, 1536-well; AID 2300; inhibition of corepressor binding, % at 4.78 µM; 320,000 tested, 0.12% active;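 active = percent inhibition above the cutoff of mean plus 3 SD of all tested compounds, set per screening campaign, cut at about 20% in these data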;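 note: 0% = DMSO wells and 100% = biotin wells as full block of FRET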
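System: GST-NR2E3 and biotin-RetCOR proteins; probe or stimulus: 7 nM biotin-RetCOR; doses: compound at 4.8 µM, single dose; schedule: Compound–protein incubation for 5 h at 4 °C; detection: time-resolved FRET; read-out: percent inhibition; controls: biotin wells as high control, 0.6% DMSO wells as low control; format: 1536-well plates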
* marks the source's active call; other numbers are inactive results; ? = inconclusive; / = no result given.

smiles,HIF-2a inh,NR2E3 ag-1,aDG glyco act,Vif inh,PDI inh,CaV13 FRET inh,hiPSC survival,TRPM1 prom inh,Peg3 prom inh,Granule exo inh,NR2E3 ag-2
COCCNC(=O)C(OC(=O)c1cc2oc(C)cc2n1C)C(C)C (stereo not given),2,-16,0.0,0,4,-8,0.0,-1,-1,-2,1
CC(CN1CCCCC1)NC(=O)c1scnc1-c1ccccc1 (stereo not given),9,-10,-0.1,0,/,-10,-0.9,/,4,7,/
O=C1NC[C@@H](CCCCN2C[C@H](Cc3ccc(O)cc3)N(CCc3ccc(O)cc3)C(=O)C2=O)N(CCc2ccc(O)cc2)C1=O,1,4,-0.2,/,/,-3,-0.5,/,/,-2,/
Cc1ccc(NS(=O)(=O)c2cn(C)c(=O)n(C)c2=O)c(C)c1,16,11,-0.3,9,/,-5,-3.3,/,15,2,-2
O=C(Nc1ccc2c(c1)OCCO2)C1CCN(S(=O)(=O)c2ccc3c(c2)OCCO3)CC1,-16,8,-0.4,-4,-2,-5,1.6,-7,-5,-3,-4
O=C(Cc1ncon1)Nc1ccc(F)c(F)c1F,5,-9,0.0,2,3,-1,-0.9,-3,6,3,0
Cn1cc(S(=O)(=O)NCCc2ccccc2)c(=O)n(C)c1=O,11,-22,0.0,7,-1,0,-0.5,3,3,6,1
CC1(C)CC(=O)C=C(c2ccc(F)nc2)C1,-12,21,-0.1,-4,6,-4,4.1,/,7,-5,5
O=C(COC(=O)c1nc(Cl)c(Cl)c(Cl)c1Cl)NCc1ccccc1,70*,25,0.3,28,13,-1,1.1,50,92*,4,-27
O=C(NCc1cccs1)c1nn2cccnc2c1Cl,-71,-13,-0.3,16,-4,/,-0.3,-15,-47,0,-3
CC(NC(=O)c1cc2cc(F)ccc2[nH]1)c1ccccc1 (stereo not given),-63,0,0.2,-4,8,-4,-0.3,-4,-16,-6,-2
COc1ccc(NC(=O)CN2CCCCC2)c([N+](=O)[O-])c1,-174,-32,-0.1,3,0,-8,-1.5,-28,-134,5,2
CN(Cc1cnn(-c2ccccc2)c1)C(=O)c1cccc(S(=O)(=O)N(C)c2ccccc2)c1,8,8,0.1,-15,10,-6,0.9,/,11,7,/
O=C(Cn1c(=O)c2sccc2n(Cc2ccc([N+](=O)[O-])cc2)c1=O)NCCc1ccccc1,11,18,0.1,-1,0,-3,0.2,12,18,2,-2
O=C(NCC1CCCO1)c1ccc(Cl)c(NS(=O)(=O)c2ccc(F)cc2)c1 (stereo not given),12,-11,-0.3,12,-2,-5,3.9,/,9,-2,/
CCNC(=O)OCC12CC3CC(CC(C3)C1)C2,9,12,-0.3,4,-4,-5,-2.8,-1,7,-3,0
CC[C@@H](C)[C@H](NC(=O)Cc1c(C)c2c(cc(C)c3c(C)coc32)oc1=O)C(=O)O,8,10,-0.2,/,7,-5,-0.2,3,3,-8,/
COC(=O)C1=C(C)N(c2ccc(OC)c(OC)c2)C(=O)C1,-4,-12,1.0,-4,-4,-7,-0.1,-1,-6,-2,4
CCc1sc2nc(SCC(=O)Nc3cc(C)on3)n(-c3cccc(OC)c3)c(=O)c2c1C,15,-14,-0.4,29,-21,/,2.6,38,41,-2,2
O=C(CSc1nc2c(cnn2-c2ccc(F)cc2)c(=O)[nH]1)N1CCCc2ccccc21,-8,3,0.5,-2,-2,-4,0.1,2,3,1,2
CCOC1=C2[C@@H](CN(S(=O)(=O)c3ccc(C)cc3)[C@H]2c2ccccc2F)[C@H]2C(=O)N(CC)C(=O)[C@H]2C1,5,-1,0.0,/,/,-4,-0.5,/,-2,-4,/
COc1cc(/C=C/c2onc(C)c2[N+](=O)[O-])cc(OC)c1OC,10,-1,0.1,12,3,-22,-0.3,-5,15,0,-1
Cc1ccc(S(=O)(=O)N2CCn3cccc3C2C)cc1 (stereo not given),3,3,0.8,-6,-6,-2,-0.4,2,12,10,4
CCCCN(C(=O)CN1C(=O)C2CCCCC2C1=O)c1c(N)n(CCCC)c(=O)[nH]c1=O (stereo not given),12,0,0.1,-13,4,-17,-0.4,-14,14,8,3
CCOC(=O)C1(Cc2cccc(OC)c2)CCCN(C(=O)c2cc(C)oc2C)C1 (stereo not given),-216,-79,-0.2,17,12,-3,0.2,-39,-163,25,0
N#C/C(=N\Nc1cccc(Cl)c1)C(=O)c1ccccc1,-175,102*,0.1,-18,-6,/,-3.2,0,-39,1,5
Fc1ccccc1/C=N/Nc1nc(N2CCCCC2)nc(N2CCCCC2)n1,1,13,-0.3,-5,-7,-7,0.8,12,14,5,0
CC(C)CN(CC(C)C)C(=O)CN1C(=O)NC2(CCCc3ccccc32)C1=O (stereo not given),27,10,0.1,-6,-2,-17,-0.6,-5,20,-8,1
CC(C)c1ccc(NC(=O)CCNC(=O)N2CC(=O)Nc3ccccc32)cc1,7,-19,-0.2,13,-6,-3,2.0,13,8,-11,0
COc1cc2ccccc2cc1C(=O)N1CC(C)CC(C)C1 (stereo not given),18,9,-0.2,?,5,-6,-0.3,12,6,-1,1
C=CC[C@H](CC(=O)N[C@H](CO)Cc1ccccc1)C(=O)N[C@H](COC(=O)[C@@H](CC=C)Cc1ccc(F)cc1)Cc1c[nH]c2ccccc12,10,10,0.2,-9,1,/,-1.0,-13,-10,-9,/
CC1(C(=O)NS(=O)(=O)c2ccc(C#N)cc2)CCN1C(=O)CCC1CCCC1 (stereo not given),14,-37,0.1,/,-9,-6,2.6,/,4,8,/
CN(C(=O)COC(=O)COc1ccc2c(c1)CCC2)c1c(N)n(Cc2ccccc2)c(=O)[nH]c1=O,-1,-34,0.0,7,9,-6,0.0,-5,9,2,-1
CCCc1nc2oc3c(NCc4ccccn4)ncnc3c2c2c1COC(C)(C)C2,22,-6,-0.2,-8,-8,-4,0.8,-3,28,2,1
COc1cc(CO)cc(Br)c1OCC(=O)O,8,2,-0.1,-8,/,-2,-2.3,6,-10,0,3
CC(Sc1ccccc1)C(=O)N1CCN(S(=O)(=O)c2ccccc2F)CC1 (stereo not given),4,7,0.1,7,2,-2,-0.3,10,19,-9,3
O=C(COC(=O)c1ccccc1O)NCC1COc2ccccc2O1 (stereo not given),-3,-13,-0.2,0,6,-2,-0.3,-2,-12,3,1
Cc1cc(C)cc(C(=O)N2CCN=C2SCc2ccc([N+](=O)[O-])cc2)c1,15,-18,-0.3,-5,0,-18,-1.3,9,18,-1,6
CCOc1ccc(/C=N/NC(=O)c2ccoc2C)cc1OC,-208,-106,0.0,9,4,-4,0.3,-34,-204,7,-2
CC(=O)Nc1ccc(S(=O)(=O)Nc2ccccc2C(=O)N2CCCCCC2)cc1,15,-10,-0.1,-5,4,-5,0.2,-3,8,-5,-3
CCc1ccc(NC(=O)NCC2CCN(c3ccc(OC)cc3)C2)cc1 (stereo not given),6,9,-0.3,-2,-2,-4,-0.2,-12,18,-5,-1
CC(=O)Nc1ccccc1-c1ccc(C)o1,-28,-1,0.3,0,6,-5,-1.4,0,-30,11,2
OC(CNCc1ccc(F)cc1)(c1ccccc1)c1ccc(F)cc1 (stereo not given),18,3,0.2,4,-5,-4,-1.7,5,19,1,1
Cc1ccccc1/C=C\c1nc(O)c([N+](=O)[O-])c(=O)[nH]1,18,-22,-0.2,-7,0,-2,0.0,18,7,2,2
COC(=O)CCCNC(=O)CCc1nnc(-c2ccc(-c3ccccc3)cc2)o1,48*,-35,0.1,10,1,-20,-0.6,17,-90,-3,1
Cc1cccc(N/C=C/C(=O)c2ccc(Cl)cc2)c1,-273,-107,-0.1,7,0,-22,-0.8,-69,-301,-3,0
Cc1c(C(=O)N(C)C)sc(NC(=O)c2cc([N+](=O)[O-])cc([N+](=O)[O-])c2)c1C#N,5,-6,-0.1,9,-1,-2,0.1,11,-2,2,3
CCOc1ccc(S(=O)(=O)NC(C)C(=O)NCc2ccncc2)cc1 (stereo not given),8,-20,-0.2,6,12,-3,0.0,7,-11,19,4
Cc1ccccc1-c1nnn(CC(=O)NC(=O)NC2CCCC2)n1,9,-9,0.0,8,-35,-3,-0.3,4,12,1,/
Cc1ccccc1-n1c(SCC(=O)NCc2cccs2)nnc1-c1ccncc1,20,-17,0.0,22,-5,-5,-1.7,11,17,-2,1
CCOC(=O)NC(=S)Nc1cccc(NC(=S)NC(=O)OCC)c1,8,-14,0.2,2,4,2,-2.5,-2,8,-2,3
COc1ccc(Nc2cc(C)c3c(O)cccc3n2)cc1,-289,-103,-0.1,1,0,-4,-0.9,-137,-378,5,2
CN(C(=O)COC(=O)c1ccc(F)c(S(=O)(=O)N2CCOCC2)c1)C1CCS(=O)(=O)C1 (stereo not given),6,-4,0.2,2,0,/,2.0,5,-4,2,0
Cc1ccc(/C=N/n2c(C)nc3ccccc3c2=O)o1,-23,-20,-0.1,-2,-2,-5,-0.7,2,-14,2,1
N#CCC(=N)N1CCN(c2ccc(F)cc2)CC1,-32,13,0.2,0,6,-9,-1.0,-1,-11,1,6
O=C(NCC1CCCO1)c1ccc(-c2ccccc2Cl)o1 (stereo not given),-272,-108,1.0,-1,-5,-13,0.2,-121,-369,5,-3
OC[C@@H]1CN(Cc2ccccc2)C[C@H](n2cnc3c(N4CCN(c5ccccc5)CC4)ncnc32)O1,14,-15,0.6,5,-11,-11,-0.7,/,22,0,/
CCOc1ccccc1NC(=O)C(=O)/C=C(\O)c1cc(OC)ccc1OC,13,-10,-0.1,2,0,-6,2.9,14,12,3,-1
CC(=O)N1C(C)c2ccccc2C(C)(C)CC12CCCCC2 (stereo not given),15,-4,-0.1,15,2,-5,-0.9,6,25,1,-1
Cc1ccc(CNC(=O)Cn2cnc(C(=O)Nc3ccc(C)c(C)c3)n2)o1,-158,-24,0.1,/,5,-4,3.1,-37,-130,-2,/
Cc1nc(N2CCCCC2)sc1C(=O)c1cccc([N+](=O)[O-])c1,-85,-33,0.3,2,23,-5,3.0,-27,-111,-2,-2
CCOC(=O)c1[nH]c2ccccc2c1NC(=O)c1nonc1C,13,-20,-0.1,-1,3,-8,1.3,26,6,4,-1
CN(C)NC(=O)C12CCC(C)(C(=O)O1)C2(C)C (stereo not given),13,-2,-0.3,-3,-1,-6,0.5,1,13,0,3
